# Gli-Sufu antag: blocks Gli-Sufu signaling in a luciferase reporter. Sufu-KO-LIGHT fibroblasts, Gli luciferase reporter luminescence. inhibition, % at 5 µM. hit rate 0.74% among 340,000;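 active = inhibition above about 55%, limit read from the data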;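 note: 0% = DMSO-treated cells and 100% = wells with medium but no cells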
# EBI2 block: antagonists of human EBI2 receptor; P32249; inhibition, % at 5 µM; EBI2 beta-arrestin recruitment, luminescence, 7a,25-OHC stimulated; AID 651636; hit rate 0.81% among 360,000; in the data active = inhibition above about 38%;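 note: enzyme fragment complementation signal reports receptor beta-arrestin coupling in cells; 0% = agonist plus DMSO wells and 100% = wells without agonist; some results beyond the cut were filed as inactive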
# Target sequence (P32249 whole entry, looked up, the tested form may be a part): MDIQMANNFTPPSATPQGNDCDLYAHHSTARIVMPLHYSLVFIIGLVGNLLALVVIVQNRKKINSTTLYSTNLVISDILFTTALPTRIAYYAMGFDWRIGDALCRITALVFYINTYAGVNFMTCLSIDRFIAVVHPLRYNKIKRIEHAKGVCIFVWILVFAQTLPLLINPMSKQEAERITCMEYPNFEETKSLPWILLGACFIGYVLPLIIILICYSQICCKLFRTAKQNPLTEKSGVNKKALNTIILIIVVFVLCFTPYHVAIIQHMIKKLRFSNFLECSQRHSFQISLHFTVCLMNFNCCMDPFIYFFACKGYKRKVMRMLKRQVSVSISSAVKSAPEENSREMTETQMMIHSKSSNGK
# CXCR6 block: CXCR6 (human) receptor inhibition; O00574; CHO-K1 PathHunter CXCR6 beta-arrestin, luminescence; inhibition, % at 20 µM; hit rate 0.36% among 360,000; in the data active = inhibition above about 34%, passing the limit was not always enough;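 note: antagonist mode with CXCL16 agonist at 10 nM final; 0% = 10 nM CXCL16 with DMSO and 100% = unstimulated wells without agonist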
# MPTP block: blocks calcium-induced mitochondrial swelling; isolated mouse mitochondria, Ca2+ swelling absorbance, 30 min; inhibition, % at 10 µM; hit rate 1.4% among 360,000;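 active = inhibition of 50% or more, scaled per plate between neutral and stimulator controls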;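 note: 0% = DMSO wells given calcium and 100% = 1 mM EGTA wells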
# CCR6 antag: antagonists of human CCR6 receptor | CHO-K1 CCR6 PathHunter beta-arrestin, luminescence, CCL20-stimulated | P51684 | AID 493098 | inhibition, % at 20 µM | hit rate 0.49% among 340,000;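 active = compounds whose inhibition of the agonist-driven luminescence signal at 20 µM reaches about 50%, limit read from the data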;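 note: cells stimulated with CCL20 at 14 nM final; plate controls were DMSO with CCL20 for no effect and DMSO without agonist for full effect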
# APOBEC3A inh: inhibitors of human APOBEC3A DNA deaminase; recombinant A3A, FAM/TAMRA ssDNA deamination fluorescence; inhibition, % at 20 µM; AID 493011; hit rate 0.41% among 330,000; P31941;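 active = at least 40% inhibition at 20 µM here, with at most 30% in a related deaminase screen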;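 note: plate controls were A3A with DMSO for no effect and wells lacking A3A enzyme for full effect; some results filed as inactive read as strong as hits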
# Target sequence (P31941 whole entry, looked up): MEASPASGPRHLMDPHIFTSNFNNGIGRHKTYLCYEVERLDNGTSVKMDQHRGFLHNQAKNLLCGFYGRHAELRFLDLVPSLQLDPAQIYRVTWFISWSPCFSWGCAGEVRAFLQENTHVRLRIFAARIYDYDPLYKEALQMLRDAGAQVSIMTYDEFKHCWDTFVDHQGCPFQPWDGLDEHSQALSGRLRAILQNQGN
# NR3A LBD binder: modulates the human NR3A ligand-binding domain | NR3A LBD differential scanning fluorimetry, Tm shift; 0% = protein alone, 100% = glycine-bound protein | hit rate 2.5% among 340,000 | Tm shift relative to glycine control, % at 25 µM | AID 1259313;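 active = melting temperature shift of at least 10% of the positive control shift, at one fixed dose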
# APOBEC3G inh: APOBEC3G (human) deaminase inhibition; recombinant A3G, ssDNA deamination FAM/TAMRA fluorescence; inhibition, % at 20 µM; hit rate 0.28% among 330,000; AID 493012;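 active = inhibition of at least 40% at 20 µM, with no more than 30% in the related APOBEC3A deaminase screen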;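 note: plate controls were DMSO wells with A3G for no effect and wells lacking A3G enzyme for full effect; some compounds called inactive have numbers as strong as hits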
# Target sequence (Q9HC16 whole entry, looked up): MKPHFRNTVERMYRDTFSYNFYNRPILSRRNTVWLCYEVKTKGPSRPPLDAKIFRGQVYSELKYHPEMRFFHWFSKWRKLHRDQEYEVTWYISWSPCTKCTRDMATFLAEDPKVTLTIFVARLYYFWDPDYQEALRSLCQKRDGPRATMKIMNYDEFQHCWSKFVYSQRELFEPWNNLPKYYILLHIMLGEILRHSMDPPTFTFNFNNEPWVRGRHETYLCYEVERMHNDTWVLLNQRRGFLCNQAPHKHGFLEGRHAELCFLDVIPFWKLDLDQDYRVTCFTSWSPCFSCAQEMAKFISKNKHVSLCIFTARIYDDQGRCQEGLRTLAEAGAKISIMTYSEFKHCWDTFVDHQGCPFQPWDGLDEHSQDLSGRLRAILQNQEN
# * marks the source's active call; other numbers are inactive results; / = not tested or not shown.
SMILES,Gli-Sufu antag,EBI2 block,CXCR6 block,MPTP block,CCR6 antag,APOBEC3A inh,NR3A LBD binder,APOBEC3G inh
O=C(CN1C(=O)CCC1=O)Nc1ccc(S(=O)(=O)N2CCOCC2)cc1,3,4,0,-0.6,15,5,0,-9
COc1cc(C2C3=C(CC(C)(C)CC3=O)N(C)C3=C2C(=O)CC(C)(C)C3)cc(Br)c1O,/,3,-6,0.8,3,-4,2,1
C=CCNC(=O)Nc1cc(Cl)ccc1OC,-4,-11,-1,0.4,-1,-2,-3,-3
CCc1ccc(C(=O)OCC(=O)NCC(F)(F)F)cc1,-3,-13,4,-0.6,7,-2,1,-7
COc1ccc(C)cc1N(CC(=O)NC(C)c1ccccc1)S(C)(=O)=O (centres undefined),-4,-11,1,0.2,6,-3,-1,0
CCOC(=O)CSC1=Nc2ccccc2C2=NC(CC(=O)NCc3ccc4c(c3)OCO4)C(=O)N12 (centres undefined),2,-8,4,-0.1,-6,1,-1,3
COc1ccc(CN2CCNC(=O)C2CC(=O)NCc2cn3ccc(C)cc3n2)c(OC)c1 (centres undefined),4,-7,-8,-1.1,-1,5,-13,-9
Brc1ccc(Cn2c(-c3ccc(Br)o3)nc3ccccc32)o1,2,11,7,-3.6,12,/,-13,/
O=C(O)c1cc(S(=O)(=O)N(Cc2ccccc2)c2ccccc2)ccc1Cl,-7,1,-9,0.1,19,-1,3,-5
COc1cc2ccccc2cc1C(=O)NCC(c1cccs1)N(C)C (centres undefined),3,7,2,-1.5,13,0,-1,0
CN(C(=O)COC(=O)CN1C(=O)C2CC=CCC2C1=O)c1ccccc1 (centres undefined),-4,-1,-2,2.9,3,0,-1,-4
CC(=O)Nc1ccc(NC(=O)COc2cc(O)c3c(c2)OC(C)(C)CC3=O)cc1,3,3,-2,-0.8,5,-1,0,-6
Cc1cc(OCC(=O)N(C(C)C)C(C)C)ccc1Cl,-7,0,1,-0.8,14,1,-2,3
Cc1ccc(NC(=O)c2nc[nH]c2C(=O)NCCCCCNC(=O)OC(C)(C)C)cc1,7,-21,4,-0.9,-2,-2,-9,-6
COc1ccc(CN(C)C(=O)c2ccc(NS(=O)(=O)c3ccc(F)cc3)cc2)c(OC)c1OC,5,-4,4,0.7,15,-1,-1,-8
COc1ccc(CN2CN(C(C)C)CSC2=S)cc1,4,-17,11,1.3,12,1,2,2
CC(NC(=O)C(=O)N1CCOCC1)C(c1cccs1)N1CCN(c2ccccc2)CC1 (centres undefined),-25,4,1,-1.3,10,0,0,-1
C=CCN(c1ccccc1)S(=O)(=O)c1cccc(C(=O)Nc2ccc(N3CCOCC3)cc2)c1,11,8,-6,-2.4,5,-2,-21,-4
Cc1cc2c(cc1C)CSC(c1ccccc1O)SC2,-4,7,-8,5.5,3,-1,12*,-9
Cc1ccc(C)c(NC(=O)CN(C)C(=O)[C@@H](NC(N)=O)C(C)C)c1,-6,-6,8,0.6,-4,0,-1,-5
O=C(CSc1nc2ccc(Cl)cc2[nH]1)NCc1ccco1,30,4,-1,0.7,4,5,1,-5
O=C(c1cccc(NC2=NC3CS(=O)(=O)CC3S2)c1)N1CCN(c2ncccn2)CC1 (centres undefined),2,-1,-4,0.1,3,-7,0,-2
CCn1c(C(C)NC(=O)c2ccc(Cl)cc2)n[nH]c1=S (centres undefined),5,-5,-4,-4.7,-12,-2,-3,26
Cc1cccc(N2CCN(S(=O)(=O)c3cccc4nonc34)CC2C)c1 (centres undefined),8,3,4,-0.9,4,2,-7,-1
CN(CC(=O)Nc1ccc(F)c(F)c1F)C(=O)C1CCC1,-7,-3,-7,-2.3,7,4,0,-13
CCOc1cc(C2Nc3ccccc3NC3=C2C(=O)CC(C)(C)C3)ccc1O (centres undefined),-7,-11,-3,0.5,1,-7,2,-6
Fc1ccccc1/C=N/n1cnnc1,3,-17,-6,0.8,6,-4,0,-5
CCOc1ccc(CCNC(=O)COC(=O)c2ccncc2)cc1OCC,-10,10,3,-0.3,8,-1,4,-8
CCOC(=O)CSc1ccc2nnc(-c3ccccc3)n2n1,0,7,1,-0.9,3,-3,0,-15
Cc1ccc(S(=O)(=O)N2CCC(C(=O)Nc3nnc(-c4ccc(F)cc4)s3)CC2)cc1,2,12,-2,3.4,-19,2,4,2
Cc1ccc(NC(=S)NC(C)(C)C)c([N+](=O)[O-])c1,-5,12,6,1.1,14,-7,1,-9
CCC(NC(=S)NCc1ccccc1)C(=O)O (centres undefined),3,0,-5,1.6,11,-1,-2,-3
CCc1nnc(NC(=O)CSc2nc3cc4c(cc3cc2C)OCCO4)s1,1,-7,-4,3.1,-14,2,-2,-9
COc1ccc(Cl)cc1NC(=O)COC(=O)/C=C/c1c(C)nn(C2CCS(=O)(=O)C2)c1Cl (centres undefined),40,-2,4,-4.9,-5,-4,1,-6
Cc1ccc(NC(=O)CCCNC(=O)c2ccc(Cl)cc2)nc1,-19,-2,-2,-0.1,9,-3,-1,-9
Cc1c(OC(C)C(=O)NCC2CCC(C(=O)O)CC2)ccc2c3c(c(=O)oc12)CCCC3 (centres undefined),-10,7,-12,-2.2,-10,-4,-3,-2
O=C(COc1ncnc2sccc12)N1CCc2ccccc2C1,-26,-15,-3,-0.5,5,-1,0,-2
O=C(CSCc1ccc(Cl)cc1)N/N=C/c1c(Cl)cccc1Cl,5,-12,-6,3.0,9,/,-9,/
CCOc1cc(C)nc(Oc2ccc(=O)[nH]n2)n1,3,0,-4,-0.8,12,0,-1,-4
COc1cccc(C(=O)OCC(=O)N2CCc3ccccc32)c1OC,-8,3,-2,-1.3,7,-1,-1,-6
O=C(NOCc1ccccc1)c1coc(-c2ccccc2)n1,-8,-11,4,0.7,18,2,-1,2
COc1ccc(NC(=O)COC(=O)c2ccc(OCc3ccccc3Cl)c(OC)c2)c(OC)c1,-9,-2,0,2.8,-1,-2,1,-8
O=C(O)CC(NNC(=O)c1ccccc1)C(=O)Nc1cccc([N+](=O)[O-])c1 (centres undefined),2,0,1,-1.1,7,0,0,0
N#CC1=C2SCN(Cc3ccco3)CN2C(=O)CC1c1ccccc1F (centres undefined),3,-7,0,-1.4,9,0,-2,7
O=C(CN1CCC(C(=O)c2ccc(Cl)cc2)CC1)Nc1ccc2c(c1)OCCO2,14,12,-6,-1.1,2,-4,1,-7
CCOP(=O)(OCC)C(Nc1cccc([N+](=O)[O-])c1)c1ccc(N(C)C)cc1 (centres undefined),4,7,4,1.4,16,-8,0,-10
O=S(=O)(CCN1CCOCC1)c1ccc(Cl)cc1,6,-16,4,0.6,-1,-1,-1,-4
O=C(CN1CCOCC1)Nc1nc(-c2ccc3c(c2)CCN3S(=O)(=O)c2ccccc2)cs1,12,17,-7,-2.4,12,-3,-1,-11
COc1ccccc1NS(=O)(=O)c1cc(C(=O)NCC(c2cccs2)N2CCOCC2)ccc1C (centres undefined),0,9,-1,-0.7,0,2,0,-4
CCOc1ccc(CNC(=S)Nc2ccccc2)cc1Cl,8,-4,-3,34,-2,-3,-3,-1
CC1CCCN(C(=O)COc2ccc(-c3ccccc3)cc2)C1 (centres undefined),-16,9,4,1.4,17,-1,2,-1
COc1cc(CN2CCNC(=O)C2CC(=O)NC2CCC2)cc(OC)c1 (centres undefined),-6,-16,6,1.8,-8,-5,0,-7
CC(C)(C)OC(=O)N1CCC[C@H]1C(=O)N/N=C/c1ccc2ncccc2c1,-8,3,10,3.2,9,1,1,12
O=C(Cn1c(NCCO)nc2ccccc21)Nc1cccc(S(=O)(=O)N2CCCC2)c1,0,-4,-2,-1.2,9,18,0,14
CCCCC(=O)N1CC2(C)CN(C(=O)CCCC)CC(C)(C1)C2=O,-16,7,-1,12,-8,-4,0,-7
Cc1cccc(N2CCN(S(=O)(=O)c3ccc4c(c3)NC(=O)CO4)CC2)c1C,2,5,-9,1.7,3,-5,0,-8
CCC(=O)OC1(C(C)=O)CCC2C3CCC4=CC(=O)CCC4(C)C3CCC21C (centres undefined),0,19,2,0.1,4,/,4,/
CN(c1ccccc1)S(=O)(=O)c1ccc(Cl)c(C(=O)Nc2nc3ccccc3[nH]2)c1,36,2,10,3.8,12,-4,-18,-4
O=C(NC(Cc1ccccc1)c1ccc2c(c1)OCCCO2)c1ccccc1F (centres undefined),-3,-11,-5,-1.5,-4,6,0,-1
CCOc1ccc(CCNC(=O)COC(=O)c2nccnc2N)cc1OCC,-2,0,-2,-1.6,-2,4,1,-4

# An excerpt from above with just CXCR6 block.
structure	CXCR6 block
CC1CCCN(C(=O)COc2ccc(-c3ccccc3)cc2)C1 (centres undefined)	4
COc1cc(CN2CCNC(=O)C2CC(=O)NC2CCC2)cc(OC)c1 (centres undefined)	6
CC(C)(C)OC(=O)N1CCC[C@H]1C(=O)N/N=C/c1ccc2ncccc2c1	10
O=C(Cn1c(NCCO)nc2ccccc21)Nc1cccc(S(=O)(=O)N2CCCC2)c1	-2

# (further entries)
SMILES,Gli-Sufu antag,EBI2 block,CXCR6 block,MPTP block,CCR6 antag,APOBEC3A inh,NR3A LBD binder,APOBEC3G inh
Brc1ccc(-c2cn3ccccc3n2)s1,-31,-8,-5,-4.3,1,-1,-32,0
COc1ccc(-c2cc(C)no2)cc1S(=O)(=O)NCc1ccc(OC(C)C)cc1,1,7,3,0.5,-2,-2,-1,-5
CCn1c(C)c(C(C)=O)c(N2CCN(C(c3ccccc3)c3ccccc3)CC2)nc1=S,35,35,3,1.6,-1,-2,-5,-6
CC(C)c1ccc(NC(=O)NC2CCCCC2)cc1,-66,1,-2,0.2,7,-7,-5,-8
CCOC(=O)c1sc(NC(=O)COC(=O)CNC(=O)c2ccco2)c(C(=O)OCC)c1C,4,18,8,1.5,12,-3,-25,1
O=Cc1ccc(OC(=O)c2cc(Cl)nc3ccccc23)cc1,-17,4,13,-2.1,23,5,2,-1
COc1ccc(-c2[nH]ncc2C=O)cc1OC,-4,-1,4,0.9,-8,2,0,0
Cc1occc1C(=O)NCc1ccccc1F,0,7,-3,-0.7,-3,-5,0,-7
COC(=O)c1ccc(NC(=O)CN2CCN(c3ccccc3C)CC2)cc1,4,5,8,1.5,27,-5,-15,-6
COc1ccc(CN(C)CC(=O)Nc2ccccc2C(=O)NC2CC2)cc1,6,-5,2,-1.4,5,-3,0,-6
Cc1c(C#N)c(NC(=O)c2cccc(Cl)c2)n(Cc2ccccc2)c1C,-2,12,14,-0.6,0,-4,-1,-3
Cc1cc(S(=O)(=O)Nc2ccc(C(=O)NCCCn3ccnc3)cc2)ccc1F,-6,1,-2,0.1,14,-1,1,-7
O=C(NCCc1c[nH]c2ccccc12)/C(=C/c1cccnc1)NC(=O)c1ccco1,4,1,-2,-0.4,7,0,2,-6
CC(C)OCCCNC(=O)CN1C(=O)COc2ccc(S(=O)(=O)N3CCCCCC3)cc21,6,3,5,-2.9,-3,-3,-2,0
CCCOc1ccc(/C=C/C(=O)N2CCN(c3ccccn3)CC2)cc1,0,46*,-2,0.3,2,-5,-3,-8
Cc1nn(CC(=O)NCCCN2CCOCC2)c(C)c1[N+](=O)[O-],9,1,5,-0.6,10,-8,0,-8
COC(=O)c1cc(Sc2cccc(Cl)c2Cl)ccn1,3,-4,1,-5.5,4,0,4,-2
CCOC(=O)c1c(C)[nH]c(C(=O)COC(=O)/C=C/c2cccc(OC)c2OC)c1C,-5,-5,1,0.0,-6,2,1,-2
Cc1ccc(-c2cc(C(=O)N3CCCCCC3)no2)cc1,-67,11,1,0.4,8,1,-2,-4
COc1ccccc1NC(=O)c1ccccc1NC(=O)c1cccs1,34,-3,2,1.5,18,3,4,6
O=C(O)CCCc1nc(-c2ccccc2)no1,-4,-1,2,-0.7,13,1,1,-1

# Source: PubChem
